Compound activity: PubChem, several laboratories
S1P3 antagonist: blocks the human S1P3 receptor; inhibition, % at 4.98 µM; 170,000 tested, 0.27% active; CHO S1P3 NFAT-BLA reporter, FRET fluorescence, antagonist mode; Q99500;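 active = inhibition above the plate cutoff, the mean inhibition of test wells on that plate plus 3 SD, cut at about 28% in these data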;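 note: cells challenged with S1P at its EC80 of 0.8 µM; blue over green emission ratio from cleaved BLA substrate after 4 h stimulation; 0% = S1P-stimulated wells and 100% = unstimulated DMSO-only wells; some compounds past the cut are filed as inactive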
Target sequence (Q99500 whole entry, looked up): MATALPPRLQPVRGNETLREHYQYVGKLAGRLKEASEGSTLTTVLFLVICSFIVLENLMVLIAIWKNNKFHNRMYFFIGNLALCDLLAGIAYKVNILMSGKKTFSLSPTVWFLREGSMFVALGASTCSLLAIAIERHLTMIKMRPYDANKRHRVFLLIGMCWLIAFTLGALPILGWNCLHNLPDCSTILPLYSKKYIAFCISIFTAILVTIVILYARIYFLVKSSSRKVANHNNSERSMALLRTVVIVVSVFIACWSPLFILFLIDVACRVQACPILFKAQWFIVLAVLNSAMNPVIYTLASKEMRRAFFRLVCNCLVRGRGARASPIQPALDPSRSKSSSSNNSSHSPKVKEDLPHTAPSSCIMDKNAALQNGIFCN
SRC2 TRFRET art: TR-FRET artefact, counter-screen to PPARgamma/SRC-2 agonist assay. stronger effect = higher value. TR-FRET ratio at 8 µM. 200,000 tested, 0.4% active; in the data active = TR-FRET ratio above about 2000; note: inactives centre near 1500; reference of the scale not given here
RAM network inh: yeast RAM network inhibition; S. cerevisiae dse1pr::URA3 reporter, 5-FOA growth OD615, 2 d; analog-sensitive cbk1-as2 kinase mutant strain; inhibition, % at 50 µM; 190,000 tested, 1.8% active;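 active = inhibition above a set limit, 3 SD over mean compound inhibition, cut at about 8.4% in these data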;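 note: 0% = DMSO-only wells with no growth and 100% = 10 µM 1-NA-PP1 full growth; inhibition rescues growth on 5-FOA so higher OD means more RAM inhibition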
PPARg SRC-2 ag: PPARgamma-driven SRC-2 recruitment agonism; PPARgamma LBD-SRC-2 recruitment, biochemical; 200,000 tested, 0.34% active; P37231; activation, % at 8 µM; AID 1032; in the data active = activation above about 22%;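 note: 0% = vehicle and 100% = reference agonist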
PPARg SRC-3 ag: agonists of human PPARgamma SRC-3 coactivator recruitment; 200,000 tested, 0.26% active; activation, % at 8 µM; biochemical PPARgamma/SRC-3 coactivator recruitment assay; AID 731; P37231; in the data active = activation above about 23%;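 note: 0% = DMSO and 100% = reference agonist; some compounds past the cut are filed as inactive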
L major viab: Leishmania major promastigote growth inhibition; 200,000 tested, 9% active; Leishmania major promastigotes, resazurin fluorescence viability; inhibition, % at 10 µM; in the data active = inhibition above about 50%;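 note: promastigotes grown with compound for 44 hours at 28 °C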
ROMK primary: modulates human ROMK potassium channel activity. 130,000 tested, 2% active. AID 1918. Tet-inducible ROMK, thallium flux fluorescence; actives lie on both sides. B-score at 10 µM. P48048;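 active = signal ratio slope over the read window, or its plate-corrected B-score, at least 3 SD from the plate mean, either direction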;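 note: B-score of the F/F0 ratio slope over 7 to 12 s after thallium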
Target sequence (P48048 whole entry, looked up): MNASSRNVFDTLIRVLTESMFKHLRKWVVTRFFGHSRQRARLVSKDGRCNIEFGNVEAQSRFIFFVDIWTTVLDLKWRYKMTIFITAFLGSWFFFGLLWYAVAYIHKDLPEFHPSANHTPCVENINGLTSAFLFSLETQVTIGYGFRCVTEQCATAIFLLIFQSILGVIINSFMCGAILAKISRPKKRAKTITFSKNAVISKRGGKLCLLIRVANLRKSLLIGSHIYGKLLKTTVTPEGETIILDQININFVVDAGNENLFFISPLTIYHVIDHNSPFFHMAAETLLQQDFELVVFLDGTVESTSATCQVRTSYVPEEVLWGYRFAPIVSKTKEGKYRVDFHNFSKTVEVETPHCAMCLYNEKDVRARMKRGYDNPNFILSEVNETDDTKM
DTT redox prof: compounds producing H2O2 with reducing agent – biochemical, NIH compound library profiling, artefact control for MLSCN library redox annotation, primary screen; DTT-dependent redox cycling H2O2, phenol red/HRP absorbance; 100% = 100 µM peroxide control, 0% = buffer; 200,000 tested, 0.03% active; activation, % at 10 µM; AID 878;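 active = activation of at least 50% relative to the plate's high and low controls in the primary single-dose screen; inactive = activation below 50%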;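 note: compound incubated with DTT at 0.8 mM final as the reducing agent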
bIAP inh: intestinal alkaline phosphatase (bovine) inhibition; purified bovine IAP, CDP-star luminescence, 30 min; inhibition, % at 20 µM; 190,000 tested, under 10 active;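 active = over 50% inhibition of intestinal alkaline phosphatase at 20 µM in the single-dose screen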
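System: purified bovine intestinal alkaline phosphatase (IAP) enzyme; Input: IAP diluted 1/65,000,000 in the well; Measured by: CDP-star luminescence signal; Compound dosing: 20 µM single dose; Incubation: 30 min reaction at room temperature.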
PPARg SRC-1 ag: agonists of human PPARgamma SRC-1 coactivator recruitment | P37231 | PPARgamma-SRC-1 coactivator recruitment biochemical assay | activation, % at 8 µM | 200,000 tested, 0.41% active; in the data active = activation above about 19%;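 note: 0% = DMSO and 100% = reference agonist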
Efa HMGR inh: inhibitors of class II HMG-CoA reductase from Enterococcus faecalis; purified E. faecalis HMGR, NADPH absorbance 340 nm kinetic; inhibition, % at 10 µM; 190,000 tested, 0.41% active; AID 1066;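 active = inhibition above a set limit, the median over all tested compounds plus 3 SD, cut at about 9.5% in these data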;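 note: enzyme runs in reverse so mevalonate oxidation gives rising NADPH absorbance; 0% = complete reaction with DMSO and 100% = background rate lacking mevalonate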
* hit, by the source's call. Not a hit list; 13% or so of the library scored in one or more.

`CCOCCCNC(=S)N1CCC(NC(=O)C2CCCCC2)CC1` gave S1P3 antagonist 2, SRC2 TRFRET art 1716, RAM network inh 1.2, PPARg SRC-2 ag -3, PPARg SRC-3 ag -1, L major viab -6, ROMK primary -0.19, DTT redox prof -0.9, bIAP inh 9, PPARg SRC-1 ag 6 and Efa HMGR inh -2.
Screening O=C(c1ccco1)N1CCN(Cc2cccnc2)CC1 returned SRC2 TRFRET art 1403, RAM network inh -0.3, PPARg SRC-2 ag 5, PPARg SRC-3 ag 4, L major viab -5, ROMK primary 0.22, DTT redox prof 0.0, bIAP inh 7, PPARg SRC-1 ag -1 and Efa HMGR inh -4.
Screening COc1ccc(NC(=O)C2CC(=O)OC23CCOC(C)(C)C3)cc1 (stereo not drawn) returned SRC2 TRFRET art 1633, RAM network inh 1.5, PPARg SRC-2 ag 7, PPARg SRC-3 ag 0, L major viab -4, ROMK primary -0.089, DTT redox prof 0.1, bIAP inh 14, PPARg SRC-1 ag 3 and Efa HMGR inh -7.
For Cc1ccc(S(=O)(=O)N[C@H](C(=O)N2CCC(C(=O)NCC(=O)O)CC2)C(C)C)cc1 the results were S1P3 antagonist -24, SRC2 TRFRET art 1429, RAM network inh -1.2, PPARg SRC-2 ag -4, PPARg SRC-3 ag -8, L major viab 13, DTT redox prof 1.6, bIAP inh 9, PPARg SRC-1 ag 2 and Efa HMGR inh -3.
`Cc1ccc(NC(=O)C2CCN(S(=O)(=O)c3ccc(F)cc3)CC2)cc1` gave SRC2 TRFRET art 1561, RAM network inh 1.0, PPARg SRC-2 ag 5, PPARg SRC-3 ag 4, L major viab 99*, ROMK primary -0.53, DTT redox prof 0.2, bIAP inh 7, PPARg SRC-1 ag 3 and Efa HMGR inh -1.
Screening CCCCNC(=O)N1CCN(C/C=C/c2ccccc2)CC1 returned S1P3 antagonist -10, SRC2 TRFRET art 1354, RAM network inh 0.0, PPARg SRC-2 ag -7, PPARg SRC-3 ag -1, L major viab 53*, DTT redox prof 0.3, bIAP inh -13, PPARg SRC-1 ag -3 and Efa HMGR inh 1.
CC(=O)NC1=NN(C(C)=O)C(C)(CCS(=O)(=O)c2ccc(Cl)c(Cl)c2)S1 (stereo not drawn) was read as S1P3 antagonist -1, SRC2 TRFRET art 1644, RAM network inh 0.2, PPARg SRC-2 ag 5, PPARg SRC-3 ag 4, L major viab 0, DTT redox prof 0.1, bIAP inh 2, PPARg SRC-1 ag 8 and Efa HMGR inh -4.
CCCc1nnc(NC(=O)OCC)s1 was read as S1P3 antagonist -34, SRC2 TRFRET art 1593, RAM network inh 1.6, PPARg SRC-2 ag 8, PPARg SRC-3 ag 0, L major viab -1, ROMK primary 0.72, DTT redox prof -0.3, bIAP inh -15, PPARg SRC-1 ag 4 and Efa HMGR inh -3.
`CCC1(CC)C(=O)N=C2c3ccccc3C(=O)N21` gave S1P3 antagonist 4, SRC2 TRFRET art 1554, RAM network inh 0.3, PPARg SRC-2 ag 4, PPARg SRC-3 ag -6, L major viab -4, ROMK primary 1.5, DTT redox prof -0.8, bIAP inh 4, PPARg SRC-1 ag -2 and Efa HMGR inh -5.
Oc1ccc2n[nH]nc2c1 was read as S1P3 antagonist -18, SRC2 TRFRET art 1648, RAM network inh 0.7, PPARg SRC-2 ag 5, PPARg SRC-3 ag 2, L major viab -1, ROMK primary 0.34, DTT redox prof 0.0, bIAP inh 1, PPARg SRC-1 ag 2 and Efa HMGR inh -3.
For CCN(CC)C(=O)Oc1ccc2c(=O)c(-c3ccccc3)coc2c1 the results were S1P3 antagonist -2, SRC2 TRFRET art 1362, RAM network inh 0.8, PPARg SRC-2 ag -5, PPARg SRC-3 ag -11, L major viab -3, DTT redox prof 2.4, bIAP inh 16, PPARg SRC-1 ag 5 and Efa HMGR inh -3.
Screening CCN1C(=O)C2C(c3cccc(F)c3)NC(CC)(C(=O)OC)C2C1=O (stereo not drawn) returned S1P3 antagonist -24, SRC2 TRFRET art 1689, RAM network inh -0.3, PPARg SRC-2 ag 1, PPARg SRC-3 ag -1, L major viab -5, ROMK primary 0.52, DTT redox prof 0.1, bIAP inh 4, PPARg SRC-1 ag 8 and Efa HMGR inh -2.
COc1cccc(NC(=O)N(CCCN2CCOCC2)C(C)c2cc3ccccc3o2)c1 (stereo not drawn) was read as SRC2 TRFRET art 1519, RAM network inh 1.4, PPARg SRC-2 ag 2, PPARg SRC-3 ag -1, L major viab 99*, ROMK primary -1.2, DTT redox prof 0.2, bIAP inh 2, PPARg SRC-1 ag 2 and Efa HMGR inh -1.
Screening O=C(N/N=C/c1ccc2c(c1)OCO2)c1ccc2ccccc2n1 returned S1P3 antagonist -17, SRC2 TRFRET art 1496, RAM network inh 0.6, PPARg SRC-2 ag -3, PPARg SRC-3 ag 0, L major viab 78*, ROMK primary 1.4, DTT redox prof -1.8, bIAP inh -10, PPARg SRC-1 ag -6 and Efa HMGR inh -1.
Screening Cc1ncsc1CCOC(=O)c1cccnc1 returned SRC2 TRFRET art 1454, RAM network inh 2.5, PPARg SRC-2 ag -4, PPARg SRC-3 ag -1, L major viab -6, ROMK primary 0.55, DTT redox prof -0.7, bIAP inh 1, PPARg SRC-1 ag -9 and Efa HMGR inh 1.
CCOC(=O)Cn1nc(/C=C/c2ccccc2)ccc1=O was read as SRC2 TRFRET art 1383, RAM network inh 2.6, PPARg SRC-2 ag 13, PPARg SRC-3 ag 10, L major viab -7, DTT redox prof 0.8, bIAP inh -2, PPARg SRC-1 ag 8 and Efa HMGR inh 2.
Screening CCN1C(=O)/C(=C2/Sc3ccc(OC)cc3N2C)SC1=Nc1ccc(OC)cc1 returned S1P3 antagonist -24, SRC2 TRFRET art 1662, RAM network inh 2.0, PPARg SRC-2 ag 4, PPARg SRC-3 ag 4, L major viab -7, ROMK primary 1, DTT redox prof -0.3, bIAP inh 4, PPARg SRC-1 ag 4 and Efa HMGR inh -4.
CCCCN1C(=S)NC[C@@H]1Cc1ccccc1 was read as S1P3 antagonist 4, SRC2 TRFRET art 1579, RAM network inh 1.0, PPARg SRC-2 ag 4, PPARg SRC-3 ag -2, L major viab 2, DTT redox prof 0.9, bIAP inh 26, PPARg SRC-1 ag 14 and Efa HMGR inh 0.
`C/C(CCC(=O)OC[C@H]1O[C@H](C#Cc2ccccc2)C=C[C@@H]1Oc1ccc(C)cc1)=N\O[C@@H](C)CN1CCCCc2nc(C)c(C)cc21` gave S1P3 antagonist 8, SRC2 TRFRET art 1607, RAM network inh 0.8, PPARg SRC-2 ag 12, PPARg SRC-3 ag -2, L major viab 11, ROMK primary -2.2, DTT redox prof 0.1, bIAP inh 6, PPARg SRC-1 ag 8 and Efa HMGR inh -8.
Screening Cc1cc(O)cc(O)c1C(=O)Cc1cscn1 returned S1P3 antagonist -14, SRC2 TRFRET art 1553, RAM network inh 1.3, PPARg SRC-2 ag 4, PPARg SRC-3 ag 2, L major viab 3, ROMK primary -0.57, DTT redox prof -2.1, bIAP inh 10, PPARg SRC-1 ag 3 and Efa HMGR inh 2.
Screening Cc1nnc(SCC2=C(C(=O)O)N3C(=O)C(NC(=O)Cn4nc(C)c(Cl)c4C)C3SC2)s1 (stereo not drawn) returned S1P3 antagonist -18, SRC2 TRFRET art 1571, RAM network inh 2.0, PPARg SRC-2 ag 7, PPARg SRC-3 ag 2, L major viab -3, ROMK primary -0.048, DTT redox prof -1.5, bIAP inh 5, PPARg SRC-1 ag 3 and Efa HMGR inh -6.
`CCN(CC)C(=O)CSc1nc2ccc(NC(=O)CSc3nccn3C)cc2s1` gave S1P3 antagonist -8, SRC2 TRFRET art 1496, RAM network inh 2.3, PPARg SRC-2 ag 8, PPARg SRC-3 ag 1, L major viab 6, ROMK primary -0.23, DTT redox prof 2.0, PPARg SRC-1 ag 7 and Efa HMGR inh -4.
`Cc1ccc(N2C(=O)C3C4C=CC(C4)C3C2=O)cc1C` (stereo not drawn) gave SRC2 TRFRET art 1574, RAM network inh 2.3, PPARg SRC-2 ag 1, PPARg SRC-3 ag 0, L major viab -1, DTT redox prof -1.5, bIAP inh -5, PPARg SRC-1 ag -7 and Efa HMGR inh -10.
Screening O=c1c2ccccc2c(C=Nc2ccc(S(=O)(=O)N3CCCCC3)cc2)c(O)n1-c1ccc(Cl)cn1 returned S1P3 antagonist 2, SRC2 TRFRET art 1397, RAM network inh 4.6, PPARg SRC-2 ag 7, PPARg SRC-3 ag 2, L major viab 2, ROMK primary -0.52, DTT redox prof -0.6, bIAP inh 1, PPARg SRC-1 ag -2 and Efa HMGR inh 1.
`CC(=O)c1ccc(N2CCN(C(=O)C3CCC3)CC2)cc1` gave S1P3 antagonist 2, SRC2 TRFRET art 1439, RAM network inh 0.2, PPARg SRC-2 ag -2, PPARg SRC-3 ag 4, L major viab -3, DTT redox prof 2.7, bIAP inh -1, PPARg SRC-1 ag 1 and Efa HMGR inh -2.
`O=c1c2ccccc2nc(-c2ccc([N+](=O)[O-])cc2)n1O` gave S1P3 antagonist -17, SRC2 TRFRET art 1696, RAM network inh 0.0, PPARg SRC-2 ag 12, PPARg SRC-3 ag -1, L major viab -8, ROMK primary 0.5, DTT redox prof -0.6, bIAP inh -8, PPARg SRC-1 ag 8 and Efa HMGR inh -2.
`COc1cc(C(=O)NCc2nnc(SCC(=O)Nc3cc(C)cc(C)c3)o2)cc(OC)c1OC` gave SRC2 TRFRET art 1531, RAM network inh 1.5, PPARg SRC-2 ag 1, PPARg SRC-3 ag 4, L major viab -5, DTT redox prof 0.3, bIAP inh 11, PPARg SRC-1 ag 4 and Efa HMGR inh -4.
